Mdm2 ligase inh = MDM2-luciferase reporter signal enhancers, primary screen, MDM2 E3 ligase inhibitor project, cell-based, luminescence, 1536-well; actives 0.11% (n = 210,000); signal enhancement, % at 5 µM; cell-based MDM2 ubiquitination luciferase reporter, 2 h; 0 = plate control, 100 = twice control, blank-subtracted; AID 1230, 2008;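 active = signal enhancement of 30% or more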;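 note: luminescence tracks abundance of the self-degrading MDM2-luciferase fusion protein; higher signal means inhibition of MDM2 E3 ligase activity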
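Material: stable MDM2–luciferase fusion reporter cells / Quantity: 2000 cells/well / Dosing: single 5 µM compound dose, 0.2% final DMSO / Buffer or medium: DMEM / Schedule: 4 h cell settling then 2 h compound exposure, 37 °C / Detection: luminescence with SteadyLite reagent, 15 min at room temperature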
Hck-Nef inh = inhibitors of Nef-activated human Hck kinase, primary screen, biochemical, Z-Lyte FRET, 384-well, Hck-YEEI | Tyrosine-protein kinase HCK (Homo sapiens), P08631 | Recombinant Hck-YEEI plus Nef, Z-Lyte FRET kinase assay | inhibition, % at 20 µM | actives 0.68% (n = 220,000) | AID 463187, 2010;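 active = Hck-Nef kinase inhibition above about 50%, limit read from the data; inactive = inhibition below that limit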;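 note: 0% = DMSO with Hck plus Nef and 100% = Hck alone without Nef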
Target sequence (P08631 whole entry, looked up): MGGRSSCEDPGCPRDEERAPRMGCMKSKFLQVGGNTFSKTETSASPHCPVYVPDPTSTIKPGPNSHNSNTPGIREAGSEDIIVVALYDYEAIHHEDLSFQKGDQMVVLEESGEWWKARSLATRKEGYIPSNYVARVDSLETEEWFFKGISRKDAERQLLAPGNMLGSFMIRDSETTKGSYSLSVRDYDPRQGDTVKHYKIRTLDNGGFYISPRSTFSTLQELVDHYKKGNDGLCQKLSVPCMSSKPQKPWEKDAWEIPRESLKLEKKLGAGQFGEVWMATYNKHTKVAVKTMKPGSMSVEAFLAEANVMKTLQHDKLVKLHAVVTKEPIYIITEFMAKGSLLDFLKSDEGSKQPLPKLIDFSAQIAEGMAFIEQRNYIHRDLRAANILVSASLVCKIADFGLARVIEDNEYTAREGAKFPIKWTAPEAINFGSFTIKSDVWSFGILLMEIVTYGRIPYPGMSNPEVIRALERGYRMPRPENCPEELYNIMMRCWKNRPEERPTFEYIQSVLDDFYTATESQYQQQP
L929 necroptosis = inhibitors of zVAD-triggered necroptosis, primary screen, L929 cells; AID 1377, 2008; actives 0.38% (n = 220,000); viability rescue, % at 10 µM; L929 zVAD necroptosis rescue, ATP luminescence, 24 h; with zVAD 60 µM;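 active = activation, scaled between plate controls, above about 75%, limit read from the data; inactive = activation under that limit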;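 note: 0% = zVAD with DMSO and 100% = DMSO alone without zVAD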
EBV gp42 block = Epstein-Barr virus gp42 inhibitors, primary screen, biochemical, uHTS, fluorescence polarization. AID 1085, 2008. actives 0.42% (n = 220,000). inhibition, % (tested at 21.74 µM). Fluorescence polarization binding assay, mP read-out. Glycoprotein 42 (Epstein-Barr virus (strain AG876)), Q1HVG2; in the data active = inhibition above about 50%
Target sequence (Q1HVG2 whole entry, looked up): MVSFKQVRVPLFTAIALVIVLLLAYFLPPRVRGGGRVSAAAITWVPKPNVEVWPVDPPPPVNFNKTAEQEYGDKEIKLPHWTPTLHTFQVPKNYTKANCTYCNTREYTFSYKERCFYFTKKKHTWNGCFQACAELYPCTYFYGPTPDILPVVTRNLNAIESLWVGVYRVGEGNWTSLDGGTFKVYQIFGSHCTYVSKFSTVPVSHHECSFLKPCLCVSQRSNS
NCF1 inh = p47phox/p22phox peptide binding inhibitors, primary screen, biochemical, uHTS, NADPH oxidase regulatory subunit; Neutrophil cytosol factor 1 (Homo sapiens), P14598; fluorescence polarization, 2 h; inhibition, % at 24.7 µM; actives 0.53% (n = 220,000);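 active = inhibition above about 30%, limit read from the data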;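 note: 0% = p47phox with labelled peptide and 100% = labelled peptide alone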
14-3-3 Bad inh = inhibitors of 14-3-3 zeta/Bad binding, primary screen, biochemical, TR-FRET, bovine 14-3-3 zeta | inhibition, % at 21.7 µM | actives 0.71% (n = 220,000) | TR-FRET 14-3-3zeta/Dy647-pBad peptide displacement, 1 h;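 active = inhibition above about 70%, limit read from the data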;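 note: 0% = full 14-3-3 plus peptide FRET controls and 100% = background without 14-3-3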
Target sequence (P63103 whole entry, looked up): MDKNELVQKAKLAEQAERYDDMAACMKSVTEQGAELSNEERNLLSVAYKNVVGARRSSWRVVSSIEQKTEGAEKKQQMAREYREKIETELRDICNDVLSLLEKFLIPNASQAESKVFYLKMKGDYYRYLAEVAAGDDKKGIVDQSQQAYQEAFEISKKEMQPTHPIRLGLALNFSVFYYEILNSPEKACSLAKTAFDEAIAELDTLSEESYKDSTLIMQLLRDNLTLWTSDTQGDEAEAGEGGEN
Runt-SMMHC FRET = inhibitors of RUNX1 Runt–CBFb-SMMHC binding, primary screen, biochemical, FRET, Cerulean-Runt, Venus-CBFb-SMMHC, uHTS | Cerulean-Runt/Venus-CBFb-SMMHC FRET ratio 530/480, 1 h | inhibition, % at 20 µM | actives 0.74% (n = 220,000);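 active = mean inhibition across duplicate retests at 20 µM reaching about 50%, limit read from the data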;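 note: 0% = DMSO wells and 100% = wells with excess untagged CBFb-SMMHC; inhibitors lower the FRET ratio by blocking Runt binding to CBFb-SMMHC; some results filed as inactive read as strong as hits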
Runt-CBFb FRET = inhibitors of RUNX1 Runt–CBFb binding, primary screen, biochemical, FRET, Cerulean-Runt, Venus-CBFb, uHTS; Runt-related transcription factor 1 (Homo sapiens) + Core-binding factor subunit beta …; Cerulean-Runt/Venus-CBFb FRET ratio 530/480, 1 h; inhibition, % at 20 µM; AID 1496, 2009; actives 0.46% (n = 220,000);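 active = inhibition over about 50% at 20 µM in the single-dose screen, limit read from the data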;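 note: 0% = DMSO wells and 100% = excess unlabeled CBFb competitor control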
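System: Cerulean-labeled Runt domain protein | Quantity: 100 nM of each labeled protein | Schedule: 1 h compound exposure, room temperature | Detection: Fluorescence energy transfer, 422 nm excitation, 530/480 nm emission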
TbHK1 inh = Trypanosoma brucei hexokinase 1 inhibitors, primary screen, biochemical, G6PDH-coupled NADH absorbance, MLSCN library; inhibition, % at 10 µM; hexokinase 1 [Trypanosoma brucei]; recombinant TbHK1, G6PDH-coupled NADH A340; actives 0.11% (n = 220,000);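 active = inhibition of 50% or more in the single-dose primary screen; inactive = inhibition below 50%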
Numbers without * were called inactive; . = not tested or not shown; [ ] = remark or other dose.

No.	smiles	Mdm2 ligase inh	Hck-Nef inh	L929 necroptosis	EBV gp42 block	NCF1 inh
1	Cn1cc([N+](=O)[O-])c(C(=O)N/N=C/c2cc3c(cc2Br)OCO3)n1	6	33	3.9	-11	1
2	CCOC(=O)C1CCN(Cc2nc(-c3ccc(OC)c(OC)c3)no2)CC1	-15	2	-0.7	-3	0
3	Cc1ccc(OCc2ccc(C(=O)Nc3nccs3)o2)cc1	1	-2	0.0	-10	-5
4	O=C(c1cc([N+](=O)[O-])ccc1Cl)N1CCN(Cc2ccc3c(c2)OCO3)CC1	-2	3	2.8	-10	1
5	Cn1nnnc1SCC(=O)NC1CCCCC1	5	0	-0.1	-3	-3
6	CN(C)CCCSc1nc(-c2ccccc2)nc2c1CCC2	-6	0	0.0	-11	-21
7	COc1cccc(C2C(C(=O)Nc3ccc(C)cc3C)=C(C)Nc3ncnn32)c1OC (configuration not stated)	-17	3	-0.3	.	.
8	COc1ccc(Cl)cc1N/C(N)=N/c1nc(C)cc(=O)[nH]1	-15	21	0.9	-6	-1

No.	14-3-3 Bad inh	Runt-SMMHC FRET	Runt-CBFb FRET	TbHK1 inh
1	-15	2	1	-35
2	-6	3	-2	-5
3	-12[fluorescence artefact?]	2	0	5
4	-2	-3	-1	1
5	23[fluorescence artefact?]	2	-1	4
6	2	-1	1	4
7	.	1	5	0
8	-9	-4	1	0

Continuation:
No.	smiles	Mdm2 ligase inh	Hck-Nef inh	L929 necroptosis	EBV gp42 block	NCF1 inh
9	COc1ccc(C2(C)NC(=O)N(CC(=O)Nc3ccc(S(=O)(=O)N4CCCC4)cc3)C2=O)cc1 (configuration not stated)	-15	18	-0.4	-30	-10
10	CCSC1=C(C#N)C2(CCCCC2)C2=C(CC(C)(C)CC2=O)N1	-8	24	-0.1	-11	3
11	O=C(O)C(c1ccccc1)C(c1ccccc1)c1ccccc1 (configuration not stated)	-9	16	1.6	-8	7
12	Cc1ccc(N2CC(C(=O)OCc3ccc([N+](=O)[O-])cc3)CC2=O)cc1 (configuration not stated)	5	3	0.6	-25	-13
13	Clc1cccc(Oc2ncccn2)c1	0	0	0.7	-6	-10
14	CC(O)C(NS(=O)(=O)c1ccc(Cl)cc1)C(=O)OCc1nnc(-c2ccccc2)o1 (configuration not stated)	-5	0	-0.3	3	-9
15	COc1ccc(S(=O)(=O)N2CC3CCCN3c3cc(C(F)(F)F)ccc32)cc1 (configuration not stated)	-1	-2	0.2	-12	-17
16	CC(C)Cc1ccc(S(=O)(=O)N2CCCC2)cc1	-3	3	0.7	-2	-1

No.	14-3-3 Bad inh	Runt-SMMHC FRET	Runt-CBFb FRET	TbHK1 inh
9	6	1	0	12
10	-6	13	3	-2
11	-11	0	2	-1
12	8	0	3	-17
13	-6[fluorescence artefact?]	6	-2	29
14	0	-5	-4	4
15	-3	1	-1	0
16	0	-2	-1	-4

(continued)
No.	smiles	Mdm2 ligase inh	Hck-Nef inh	L929 necroptosis	EBV gp42 block	NCF1 inh
17	CCOC(=O)c1cnc(/N=C/N(C)C)s1	-20	18	-0.7	-16	5
18	CCc1nnc(NC(=O)CSc2ccc(-c3ccco3)nn2)s1	-12	26	3.8	19	3
19	COc1ccc(C(=O)CSc2nc3ncccc3[nH]2)cc1OC	-9	1	-0.2	-19	6
20	CC(C)C(OC(=O)c1cccs1)C(=O)NCc1cccs1 (configuration not stated)	-9	0	-0.9	-22	-19
21	CC1CCN(C(=O)c2ccc(S(=O)(=O)Cc3cc(F)ccc3F)c([N+](=O)[O-])c2)CC1	-14	5	0.1	-4	-2
22	COc1cc(OC)c(C(=O)NCc2cccnc2)cc1OC	-40	2	3.7	2	5
23	Cn1c(=O)oc2cc(S(=O)(=O)N3CCCC(C(=O)Nc4nccs4)C3)ccc21 (configuration not stated)	-12	0	-0.7	-14	-2
24	Cc1nn(Cc2ccc([N+](=O)[O-])cc2)c(=O)n1-c1ccccc1Cl	8	25	3.9	-11	-7

No.	14-3-3 Bad inh	Runt-SMMHC FRET	Runt-CBFb FRET	TbHK1 inh
17	97*	-3	2	-46
18	5	14	18	28
19	8	-1	2	-11
20	6	2	-2	-4
21	-12	2	7	31
22	-1	-1	-1	2
23	0	-3	3	-4
24	-17	-1	-1	-3

(cont.)
No.	smiles	Mdm2 ligase inh	Hck-Nef inh	L929 necroptosis	EBV gp42 block	NCF1 inh
25	CSc1nncn1/N=C/c1ccccc1F	-9	-19	-0.2	-10	-9
26	COc1ccc(C(C(=O)NC(C)(C)C)N(CC2CCCO2)C(=O)CCC(=O)Nc2cc(C)on2)cc1 (configuration not stated)	-14	3	-0.7	-23	3
27	COc1ccccc1NS(=O)(=O)c1cc(NC(=S)NCCN2CCOCC2)ccc1N1CCOCC1	0	10	-0.6	11	1
28	CC(=O)N(C)c1ccc(NC(=S)NCC(C)C)cc1	-7	-9	-0.2	-4	-4
29	COC(=O)c1ccccc1NC(=O)c1ccc(Cn2cc(Cl)cn2)o1	.	0	0.2	2	-10
30	CCOC(=O)N1CCC2(CC1)CC(=O)c1cc(O)ccc1O2	3	3	-0.4	-5	-11
31	Cc1cc(C)cc(NC(=S)/N=C(\N)Nc2nc(C)c3ccccc3n2)c1	-15	0	0.1	0	-9
32	Cc1ccc2nc(NC(=O)c3cccc(-c4cc5ccccc5oc4=O)c3)sc2c1	-11	63*	0.9	20	23

No.	14-3-3 Bad inh	Runt-SMMHC FRET	Runt-CBFb FRET	TbHK1 inh
25	3[fluorescence artefact?]	1	1	5
26	1	0	-4	-4
27	4[fluorescence artefact?]	37	49	-8
28	-9	-8	1	5
29	-2	5	-5	-10
30	-2	1	-2	-6
31	-9	5	-1	-16
32	59	-2	-7	-1

Other structures follow:
No.	smiles	Mdm2 ligase inh	Hck-Nef inh	L929 necroptosis	EBV gp42 block	NCF1 inh
33	CCCN1C(=O)C(NC(=O)c2ccncc2)(C(F)(F)F)C2=C1CC(C)(C)CC2=O (configuration not stated)	-1	8	-0.9	-22	-9
34	N#Cc1c(=O)c2nc(NCCCO)ncc2n2c(=O)c3ccccc3[nH]c12	-10	5	1.2	-9	-19
35	O=C(Nc1ccccc1-c1ccccc1)c1ccc(Br)o1	-12	-1	0.1	-17	4
36	C[C@@H]1NC(=O)c2cc([N+](=O)[O-])cc(I)c2OCC[C@@H](C(N)=O)NC(=O)[C@H](CCCCN)NC1=O	.	-10	-0.4	-15	-5
37	Nn1c(Cc2cccc3ccccc23)nnc1SCCOc1ccc(Br)cc1	-2	9	0.3	12	-5
38	O=C(Nc1ccc(F)cc1)c1cccnc1NCCc1ccccc1	.	3	0.2	4	-19
39	O=C(OCC(=O)N1CCN(C(=O)c2ccco2)CC1)c1ccccc1O	.	1	-0.2	-29	-9
40	CCc1ccc(NC(=O)CSc2nnc(-c3cnccn3)n2Cc2ccco2)cc1	-9	-1	2.5	-9	-6

No.	14-3-3 Bad inh	Runt-SMMHC FRET	Runt-CBFb FRET	TbHK1 inh
33	-10[fluorescence artefact?]	0	2	-12
34	-16	-152	-43	-16
35	4	0	3	-2
36	56	-7	0	-18
37	1[fluorescence artefact?]	7	-4	10
38	6	1	-1	-9
39	-11	-1	0	-5
40	-16	22	31	-4

Following part.
No.	smiles	Mdm2 ligase inh	Hck-Nef inh	L929 necroptosis	EBV gp42 block	NCF1 inh
41	C=C(C)C(=O)Oc1ccc(N2C(=O)CCC2=O)cc1	.	20	-0.3	-14	-1
42	CCS(=O)(=O)N1Cc2ccccc2CC1C(=O)Nc1ccc(NC(C)=O)cc1 (configuration not stated)	-4	0	1.1	-25	-13
43	O=C(Cn1c(=O)c(=O)n(Cc2ccccc2)c2ccc(Cl)cc21)NCC1CCCO1 (configuration not stated)	-16	17	2.0	-4	7
44	Cc1ccc(/C=C/C(=O)NCc2ccc3c(c2)OCO3)o1	-2	3	0.5	5	-7
45	CCOC(=O)COc1ccc2c(=O)c(-c3ccc(OC)c(OC)c3)c(C(=O)OCC)oc2c1	-8	6	26	-13	-5
46	Cn1cnc2c1c(=O)n(Cc1ccc(F)cc1Cl)c(=O)n2C	-13	4	1.0	0	-5
47	NC(=O)[C@H]1CC2(CC(c3cccc(NC(=O)CC(c4ccccc4)c4ccccc4)c3)=NO2)CN1C(=O)CC(c1ccccc1)c1ccccc1 (some centres not stated)	-11	32	-0.9	-13	-29
48	CCSc1nnc(NC(=O)c2ccc3ccccc3n2)s1	-26	-1	-0.5	-5	-28
49	CC(C)NC(=O)CCc1nnc(Cc2cccc(C(F)(F)F)c2)o1	-11	2	0.1	-16	-11
50	CCOC(=O)C1(Cc2cccc(OC)c2)CCCN(C(=O)CCc2cccnc2)C1 (configuration not stated)	-3	17	-0.4	-7	-13

No.	14-3-3 Bad inh	Runt-SMMHC FRET	Runt-CBFb FRET	TbHK1 inh
41	10	-2	2	-6
42	0[fluorescence artefact?]	-1	2	1
43	-7	0	-2	-10
44	-17[fluorescence artefact?]	22	39	-22
45	-2	-3	-9	-18
46	-8[fluorescence artefact?]	2	0	5
47	-1	-5	-2	-6
48	-9	2	-2	-9
49	-2	-4	-2	-6
50	-5	0	0	-3

9 structures already listed, ordered by length of the SMILES, highest first.
No.	smiles	Mdm2 ligase inh	Hck-Nef inh	L929 necroptosis	EBV gp42 block	NCF1 inh
47	NC(=O)[C@H]1CC2(CC(c3cccc(NC(=O)CC(c4ccccc4)c4ccccc4)c3)=NO2)CN1C(=O)CC(c1ccccc1)c1ccccc1 (some centres not stated)	-11	32	-0.9	-13	-29
45	CCOC(=O)COc1ccc2c(=O)c(-c3ccc(OC)c(OC)c3)c(C(=O)OCC)oc2c1	-8	6	26	-13	-5
43	O=C(Cn1c(=O)c(=O)n(Cc2ccccc2)c2ccc(Cl)cc21)NCC1CCCO1 (configuration not stated)	-16	17	2.0	-4	7
50	CCOC(=O)C1(Cc2cccc(OC)c2)CCCN(C(=O)CCc2cccnc2)C1 (configuration not stated)	-3	17	-0.4	-7	-13
40	CCc1ccc(NC(=O)CSc2nnc(-c3cnccn3)n2Cc2ccco2)cc1	-9	-1	2.5	-9	-6
39	O=C(OCC(=O)N1CCN(C(=O)c2ccco2)CC1)c1ccccc1O	.	1	-0.2	-29	-9
46	Cn1cnc2c1c(=O)n(Cc1ccc(F)cc1Cl)c(=O)n2C	-13	4	1.0	0	-5
44	Cc1ccc(/C=C/C(=O)NCc2ccc3c(c2)OCO3)o1	-2	3	0.5	5	-7
48	CCSc1nnc(NC(=O)c2ccc3ccccc3n2)s1	-26	-1	-0.5	-5	-28

No.	14-3-3 Bad inh	Runt-SMMHC FRET	Runt-CBFb FRET	TbHK1 inh
47	-1	-5	-2	-6
45	-2	-3	-9	-18
43	-7	0	-2	-10
50	-5	0	0	-3
40	-16	22	31	-4
39	-11	-1	0	-5
46	-8[fluorescence artefact?]	2	0	5
44	-17[fluorescence artefact?]	22	39	-22
48	-9	2	-2	-9

Source: PubChem BioAssay (several laboratories)
